Screens as filed in PubChem BioAssay.
ADAM17 inh = inhibits human ADAM17 | inhibition, % at 6.95 µM | 0.83% of 370,000 active | AID 720648 | P78536 | recombinant ADAM17, EDANS/DABCYL FRET peptide cleavage;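 active = inhibition above the mean of compounds lying between control limits plus 3 SD, set per campaign, cut at about 8.5% in these data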;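 also: 0% = DMSO-only wells as the low control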
ASAP1 GAP inh = ASAP1 ArfGAP inhibition; Q9ULH1; ASAP1-stimulated ARF1 GTP hydrolysis, GDP FP detection; inhibition, % at 16.5 µM; 0.19% of 360,000 active; in the data active = inhibition above about 25%;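 also: 0% = vehicle with enzyme and substrate and 100% = no enzyme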
PLCg1 inh = PLC-gamma1 (human) inhibition, primary screen. purified PLC-gamma1, fluorogenic substrate, fluorescence. inhibition, % at 12.2 µM. 0.84% of 370,000 active; in the data active = inhibition above about 9.5%
TDP2 inh = blocks human TDP2 phosphodiesterase activity. O95551. recombinant TDP2, T5PNP hydrolysis, p-nitrophenol absorbance 415 nm. inhibition, % at 12.8 µM. 0.34% of 370,000 active. AID 720702;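 active = inhibition above the mean of all tested compounds plus 3 SD, set per campaign, cut at about 25% in these data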;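 also: 0% = DMSO with enzyme and 100% = buffer with substrate but no TDP2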
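System: recombinant human TDP2 / Amount: 120 nM TDP2 per well / Also added: 5 mM T5PNP chromogenic substrate / Doses: 12.8 µM single point, 1% DMSO / Incubation: 2 h at 37 °C / Detection: p-Nitrophenol epi absorbance / Evaluation: % inhibition relative to enzyme-containing and enzyme-free wells / Repeats: singlicate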
ADAM10 inh = ADAM10 inhibition, QFRET primary screen | O14672 | recombinant ADAM10, EDANS/DABCYL FRET peptide cleavage, 3 h | inhibition, % at 7 µM | 0.62% of 370,000 active;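 active = inhibition above a per-campaign cutoff equal to the mean of compounds falling between control-based bounds plus 3 SD, cut at about 20% in these data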;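 also: 0% = DMSO wells while the 100% control is not disclosed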
Target sequence (O14672 214-748 limits assumed): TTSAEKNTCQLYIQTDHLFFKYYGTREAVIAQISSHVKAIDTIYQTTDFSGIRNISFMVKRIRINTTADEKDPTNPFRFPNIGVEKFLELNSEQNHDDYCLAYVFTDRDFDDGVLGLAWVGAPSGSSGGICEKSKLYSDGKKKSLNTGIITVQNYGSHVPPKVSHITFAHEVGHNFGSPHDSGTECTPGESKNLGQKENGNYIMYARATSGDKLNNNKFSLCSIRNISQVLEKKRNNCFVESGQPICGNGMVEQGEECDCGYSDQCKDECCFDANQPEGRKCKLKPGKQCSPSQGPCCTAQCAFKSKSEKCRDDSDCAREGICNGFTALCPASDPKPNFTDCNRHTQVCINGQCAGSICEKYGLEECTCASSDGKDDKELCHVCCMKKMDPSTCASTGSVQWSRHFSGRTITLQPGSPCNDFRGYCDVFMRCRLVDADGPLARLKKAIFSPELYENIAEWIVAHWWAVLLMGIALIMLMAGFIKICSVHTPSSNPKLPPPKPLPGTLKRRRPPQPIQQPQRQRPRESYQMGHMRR
LEDGF integ inh = blocks HIV-1 LEDGF/p75-dependent DNA integration. TR-FRET IN-LEDGF/p75 DNA integration, Eu/Cy5. inhibition, % at 3.7 µM. 0.64% of 370,000 active. AID 743269;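 active = inhibition above the screen-wide mean plus 3 SD, cut at about 13% in these data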;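 also: signal is the Cy5 over europium emission ratio at 671 and 618 nm; 0% = plate median of compound wells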
Tn7 DDE FP = DD(E)-Tn7 binding inhibition, primary FP screen; P02675; FP displacement of FITC-Tn7 peptide from fibrin DD(E); 0% = median of compound wells per plate; inhibition, % at 8.3 µM; 0.13% of 370,000 active; AID 720508;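 active = inhibition above the mean of compounds falling within the control limits plus 3 SD of them, cut at about 14% in these data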;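 also: 0% = plate median of compound wells and 100% = 10 µM Aha-Tn7 peptide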
Target sequence (P02675 whole entry, looked up): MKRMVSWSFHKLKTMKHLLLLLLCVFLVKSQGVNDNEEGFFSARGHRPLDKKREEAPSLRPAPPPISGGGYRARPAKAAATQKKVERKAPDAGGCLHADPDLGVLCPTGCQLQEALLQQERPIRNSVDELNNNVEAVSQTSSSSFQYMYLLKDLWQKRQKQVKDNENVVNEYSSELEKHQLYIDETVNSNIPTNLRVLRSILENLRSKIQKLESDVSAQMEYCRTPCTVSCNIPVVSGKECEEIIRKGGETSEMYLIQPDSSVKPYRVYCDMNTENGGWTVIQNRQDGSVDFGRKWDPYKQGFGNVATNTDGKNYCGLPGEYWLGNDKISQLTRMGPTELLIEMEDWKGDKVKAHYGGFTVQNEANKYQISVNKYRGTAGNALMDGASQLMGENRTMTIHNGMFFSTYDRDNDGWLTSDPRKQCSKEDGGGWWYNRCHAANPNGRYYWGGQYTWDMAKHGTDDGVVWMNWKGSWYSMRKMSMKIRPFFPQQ
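Also added: labelled Tn7 tracer, 0.1 µM; Assay system: human fibrin DD(E) protein; Amount: 2 µM fibrin DD(E); Schedule: 10 min compound pre-incubation, 3 h probe incubation at room temperature; Repeats: one replicate per compound; Read-out basis: percent inhibition; Measured by: fluorescence polarization of the labelled Tn7 tracer.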
DDE Tn6 FP inh = disrupts Tn6 cyclic peptide binding to fibrin D-Dimer-E complex; Fibrin DD(E) TRITC-Tn6 fluorescence polarization displacement; inhibition, % at 8.3 µM; AID 720509; 0.21% of 370,000 active; P02675;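 active = inhibition above a per-campaign cutoff: mean of compounds within control limits plus 3 SD, cut at about 15% in these data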;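 also: 0% = median of all compound wells on the plate and 100% = blocking peptide control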
ARFGAP1 inhibitor = rat ARFGAP1 inhibition; Q62848; Arfgap1-stimulated ARF1 GTP hydrolysis, GDP FP detection; inhibition, % at 16.5 µM; 0.26% of 360,000 active; AID 651572;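 active = inhibition above a per-plate limit, mean inhibition of low control wells plus 3 SD, cut at about 25% in these data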;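 also: 0% = DMSO wells with enzyme and 100% = wells lacking Arfgap1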
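Assay system: purified rat His6-Arfgap1 residues 1-136 (GAP domain); Reagent: human Δ17 ARF1 bound to GTP; Dosing: 16.5 µM single point, 1.26% DMSO; Times: GTP hydrolysis reaction 2 h at 25 °C; Signal: FP, GDP Alexa 633 tracer displaced from anti-GDP antibody, 620/688 nm; Measure: % inhibition from polarization.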
KLK7 zymogen act = activates the human kallikrein-7 zymogen. purified proKLK7, EDANS-DABCYL substrate fluorescence; 100% is mature enzyme control, 0% vehicle. activation, % at 7 µM. 0.9% of 370,000 active;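 active = activation above the mean of all tested compounds plus 3 SD, computed per campaign excluding outliers beyond control limits, cut at about 13% in these data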
Starred values were filed as active, the others as inactive; / = not tested or not shown.

SMILES	ADAM17 inh	ASAP1 GAP inh	PLCg1 inh	TDP2 inh	ADAM10 inh	LEDGF integ inh	Tn7 DDE FP	DDE Tn6 FP inh	ARFGAP1 inhibitor	KLK7 zymogen act
CCOc1ccc(-c2cc(C(=O)NC3CCCCC3)[nH]n2)c(C)c1	0	-10	0	-4	0	0	-6	-1	-10	-0.6
NS(=O)(=O)c1ccc(CCNCc2ccccc2OCc2ccc(F)cc2)cc1	-6	-9	1	7	-4	-3	0	2	-5	0.1
O=C(Cc1ccccc1)Nc1cccc(S(=O)(=O)N2CCCCCC2)c1	1	1	-6	0	0	0	5	3	-1	-0.1
COc1cccc(Nc2nc(C(N)Cc3ccccc3)cs2)n1 (configuration not stated)	2	1	2	2	-3	11	-4	5	4	-0.5
CC1(C)CC(=O)C(N=Nc2ccc(S(=O)(=O)N3CCCCCC3)cc2)=C(O)C1	2	0	3	-10	3	4	-1	-6	8	0.1
COc1cccc(CNc2nc(NCc3cccs3)nc3ccsc23)c1	0	-8	2	-4	5	3	1	-2	3	0.7
CCn1nccc1C(=O)Nc1ccc(Cl)cn1	-6	12	-2	2	-10	-2	5	1	-15	-0.2
CCOC(=O)C1(C)CCCN1C(=O)c1ccc(C)cc1 (configuration not stated)	0	-5	0	4	3	4	-5	-5	5	-0.1
Cn1c(=O)cc(SCC(=O)NCCC2=CCCCC2)c2ccccc21	-4	0	-1	8	-19	-1	-8	-1	4	0.3
Cc1cc(C)n(-c2nc(O)cc(=O)[nH]2)n1	0	-2	2	-4	3	-1	3	13	-1	-0.1
COc1ccc(OC)c(C2=NOC(C(=O)Nc3cc(C)on3)C2)c1 (configuration not stated)	-9	8	-2	-9	-16	-3	-1	-2	1	-0.1
NNC(=O)c1cc(O)c(O)c(O)c1	0	-10	-2	-1	7	61*	2	-6	-5	2.5
CCOC(=O)N1CCN(c2nc3ccc(C(=O)c4ccccc4)cc3n3cnnc23)CC1	2	12	-1	4	6	3	7	3	4	0.1
C[C@H](NC(=O)c1ccco1)C(=O)Nc1cc(S(=O)(=O)N2CCCC2)ccc1OCC(F)(F)F	-3	-4	-5	-2	-13	-2	2	11	0	-0.4
CCN1CCN(CCNC(=O)CSCc2nc(-c3ccc(OC)c(OC)c3)oc2C)CC1	0	2	1	-6	-2	2	5	-4	5	0.9
O=C1C[C@@H]2c3c(cccc3CN1Cc1ccccc1Br)C[C@@H](O)[C@H]2O	1	-10	-2	-8	4	-4	4	8	-9	0.0
Cc1ccc(CNC(=O)CCNS(=O)(=O)c2cccc3nsnc23)cc1	-2	16	1	6	1	0	6	-8	16	0.0
Cn1c(=O)c2c(nc(-c3ccccc3)n2C)n(Cc2ccccc2)c1=O	3	11	-5	-8	3	2	-6	2	12	-0.5
O=C(Nc1cccc(C(=O)O)c1)Nc1ccccc1Cl	-1	-1	5	3	4	5	-4	-12	3	0.0
COCCNC(=O)c1cccc(OC2CCN(Cc3ccccc3C)CC2)c1	-1	-5	0	0	3	2	2	0	20	0.0
COc1ccc2c(c1)C(C)CC(C)(C)N2C(=O)CSc1ncn[nH]1 (configuration not stated)	-5	2	0	1	-7	2	6	-2	-10	0.2
COc1ccc(N=Nc2c(N)nn(C)c2N)cc1	3	-4	7	-1	12	-6	-2	1	5	-0.6
COc1ccc(OC)c(N(CC(=O)N2CCC(C)CC2)S(=O)(=O)c2ccccc2)c1	0	3	1	4	2	1	-10	1	5	0.1
O=C(NS(=O)(=O)Oc1cccc(Cl)c1Cl)OC[C@@H]1CCCN2CCCCC12 (some centres not stated)	-3	4	-1	0	-12	-5	7	3	0	-0.3
CC(=O)c1ccc(OCC(=O)Nc2ccc3c(c2)OCO3)cc1	-3	-7	1	10	-4	-5	2	-3	-6	0.0

5 structures from above, ordered by count of non-hydrogen atoms, ascending:
SMILES	ADAM17 inh	ASAP1 GAP inh	PLCg1 inh	TDP2 inh	ADAM10 inh	LEDGF integ inh	Tn7 DDE FP	DDE Tn6 FP inh	ARFGAP1 inhibitor	KLK7 zymogen act
CCn1nccc1C(=O)Nc1ccc(Cl)cn1	-6	12	-2	2	-10	-2	5	1	-15	-0.2
CCOC(=O)C1(C)CCCN1C(=O)c1ccc(C)cc1 (configuration not stated)	0	-5	0	4	3	4	-5	-5	5	-0.1
Cc1ccc(CNC(=O)CCNS(=O)(=O)c2cccc3nsnc23)cc1	-2	16	1	6	1	0	6	-8	16	0.0
COc1ccc(OC)c(N(CC(=O)N2CCC(C)CC2)S(=O)(=O)c2ccccc2)c1	0	3	1	4	2	1	-10	1	5	0.1
CCOC(=O)N1CCN(c2nc3ccc(C(=O)c4ccccc4)cc3n3cnnc23)CC1	2	12	-1	4	6	3	7	3	4	0.1

Next part
SMILES	ADAM17 inh	ASAP1 GAP inh	PLCg1 inh	TDP2 inh	ADAM10 inh	LEDGF integ inh	Tn7 DDE FP	DDE Tn6 FP inh	ARFGAP1 inhibitor	KLK7 zymogen act
CC(CCc1ccccc1)NC(=O)CN1C(=O)NC2(CCCCC2C)C1=O (configuration not stated)	-3	5	0	-4	-4	-1	0	-5	7	-0.4
CC(=O)Nc1ccc(S(=O)(=O)n2cnc(C)c2)cc1	0	13	-1	-1	-1	-3	1	6	-5	0.2
Oc1ccc(C[C@H]2CNCCN2CCC23CC4CC(CC(C4)C2)C3)cc1	11*	6	9.8*	-21	14	4	-10	-6	6	0.1
CCS(=O)(=O)N1CCC(C(=O)Nc2cc([N+](=O)[O-])ccc2C)CC1	-1	-7	3	2	10	0	-4	0	7	-0.3
CCN(C(=O)c1cn(C)c(=O)c2cc(OC)c(OC)cc12)c1ccccc1C	-8	-16	-4	3	-16	1	8	5	-1	-0.7
Cc1cnc(C(=O)Nc2ccc(S(=O)(=O)N(C(C)C)C(C)C)cc2)cn1	-6	-9	-1	-2	-3	-2	9	6	2	0.1
Cc1ccc2c(c1)C(=O)CC(c1ccc3c(c1)OCCO3)O2 (configuration not stated)	-2	-7	-3	11	3	1	-3	7	-9	-0.4
Cc1ccc2cc(CNC(C)C)c(=O)[nH]c2c1	-14	10	-45	8	-31	1	-2	6	-2	2.6
Cc1ccsc1/C=C1\SC(N2CC(C)OC(C)C2)=NC1=O (configuration not stated)	-2	-5	0	-8	6	-1	-2	9	6	0.0
CC(CN1CCC(n2nccc2NC(=O)CCCc2ccccc2)CC1)c1ccccc1 (configuration not stated)	6	2	5	-19	3	3	1	-1	3	-0.5
CCOc1ccc2nc(Cl)c(CN(C(=O)c3cnccn3)C3CCCC3)cc2c1	-4	-1	-1	8	2	-1	0	-11	-1	0.3
CC(=O)OCC(=O)[C@@]1(O)CC[C@H]2[C@@H]3CCC4=CC(=O)C=C[C@]4(C)[C@H]3C(=O)C[C@@]21C	0	14	1	-1	-2	2	-4	4	-6	0.6
CCOC(=O)C1CCCN(C(=O)c2cc3c(C)nc4ccccc4c3o2)C1 (configuration not stated)	-7	5	5	-6	-4	-1	-5	4	-4	0.2
O=C(CSc1nc2nn(-c3ccccc3)c(=O)c-2c2n1CCCCC2)c1ccc(OC(F)F)cc1	1	3	2	3	2	3	0	-3	-5	0.1
O=c1c2ccccc2nc2ccc(NCc3cccs3)nn12	-18	0	-40	1	-50	1	-11	7	11	-0.8
Cc1nc2ccc(C(=O)N3CCN(C(=O)C(C)(C)C)CC3)cc2n1C1CCCC1	4	/	-1	-2	2	4	-7	-2	/	-0.3
NC(=O)c1c(-c2ccc(Cl)cc2Cl)csc1NC(=O)Cc1ccccc1	-3	-1	-1	-5	-4	0	-4	3	-5	-0.4
CCSCCOC(=O)C1=C(C)NC2=C(C(=O)CCC2)C1c1coc2ccccc2c1=O (configuration not stated)	-3	10	-47	0	-4	-4	-2	1	19	2.9
Cn1cccc1C(=O)NCC1CCCCC1	-3	-4	3	-1	5	-2	1	2	-5	0.9
COc1cc(O)c(C(CCN2CCCC(C)C2)c2ccc3c(c2)OCO3)c(OC)c1 (configuration not stated)	0	1	-1	-7	-3	-2	13	-8	1	-0.5
COc1ccc(NC(=O)CSc2ccccc2)cc1S(=O)(=O)N1CCCCC1	-1	10	0	-9	-2	-3	6	2	15	0.2
CN(C)CCCNc1ncnc2c1c(-c1ccccc1)cn2-c1ccccc1	-1	1	1	-1	-5	-5	-7	0	2	0.1
COC(=O)c1ccc(Cl)c(NC(=O)c2cccc([N+](=O)[O-])c2C)c1	0	5	2	-2	-6	6	-3	0	-3	0.8

Full records, looked up by structure. Screens in order: ADAM17 inh	ASAP1 GAP inh	PLCg1 inh	TDP2 inh	ADAM10 inh	LEDGF integ inh	Tn7 DDE FP	DDE Tn6 FP inh	ARFGAP1 inhibitor	KLK7 zymogen act
`COc1ccc(OC)c(N(CC(=O)N2CCC(C)CC2)S(=O)(=O)c2ccccc2)c1` in the list: 0	3	1	4	2	1	-10	1	5	0.1
`COc1cccc(Nc2nc(C(N)Cc3ccccc3)cs2)n1` (configuration not stated) in the list: 2	1	2	2	-3	11	-4	5	4	-0.5

7 compounds from above with just DDE Tn6 FP inh, ADAM17 inh and PLCg1 inh:
Structure | DDE Tn6 FP inh | ADAM17 inh | PLCg1 inh
CC(CCc1ccccc1)NC(=O)CN1C(=O)NC2(CCCCC2C)C1=O (configuration not stated) | -5 | -3 | 0
CC(=O)Nc1ccc(S(=O)(=O)n2cnc(C)c2)cc1 | 6 | 0 | -1
Oc1ccc(C[C@H]2CNCCN2CCC23CC4CC(CC(C4)C2)C3)cc1 | -6 | 11* | 9.8*
CCS(=O)(=O)N1CCC(C(=O)Nc2cc([N+](=O)[O-])ccc2C)CC1 | 0 | -1 | 3
CCN(C(=O)c1cn(C)c(=O)c2cc(OC)c(OC)cc12)c1ccccc1C | 5 | -8 | -4
Cc1cnc(C(=O)Nc2ccc(S(=O)(=O)N(C(C)C)C(C)C)cc2)cn1 | 6 | -6 | -1
Cc1ccc2c(c1)C(=O)CC(c1ccc3c(c1)OCCO3)O2 (configuration not stated) | 7 | -2 | -3
